High-throughput results deposited in PubChem BioAssay by National Center for Advancing Translational Sciences (NCATS).
D1 agonist – activates the human D1 dopamine receptor | P21728 | HEK293 T-REx D1 cells, calcium flux, agonist mode | actives 1% (n = 360,000) | AID 504660 | activation, % at 2 µM; in the data active = activation above about 30%; note: 0% is about no effect
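Agonism was scored from calcium flux recorded over 180 s (1 read/s) after pintool compound addition, following a 10-cycle baseline. Cells were inducible force-coupled HEK293 TREx D1, plated overnight at 30 C and loaded with no-wash calcium dye.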
Glioma ERSR ind – induces the endoplasmic reticulum stress response in human glioma cells. Potency, µM, for the others: at the highest dose activation, usual class: activators. AID 602332. actives 0.02% (n = 420,000). U87-MG GRP78 promoter luciferase reporter, 16 h; note: potency is the fitted concentration of half-maximal effect; series mostly up to about 76 µM; % of control where 0% means no effect; nearly all actives have a fitted effect of over 35% in size
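ERSR induction read as luciferase luminescence (Bright-Glo, 10 min at room temperature) in stably transfected human U87-MG glioma cells exposed to compounds for 16 h, using GRP78 as sensor.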
D1 PAM – human D1 dopamine receptor positive modulation; actives 0.036% (n = 360,000); AID 504651; potentiation, % at 10 µM; HEK293 TREx D1 cells, calcium flux, dopamine EC20 potentiation; in the data active = potentiation above about 30%; note: 0% is about no effect
Vif-A3F inh – Vif-A3F binding inhibition; HeLa A3F-eYFP + Vif (tagged APOBEC3F with the HIV-1 protein that degrades it), YFP fluorescence increase; Potency, µM (top dose mostly 46.1 µM), for inactives: at the highest dose activity, negative = active; actives 0.2% (n = 390,000); note: potency is the fitted concentration of half-maximal effect; % of control where 0% means no effect; nearly all actives have a fitted effect of over 65% in size
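HeLa cells stably expressing Vif plus C-terminally eYFP-tagged A3F were seeded, incubated overnight at 37 deg C, dosed with compound, incubated overnight again at 37 deg C. Yellow fluorescence (Ex 488/Em 500-530) reported blocked Vif-mediated A3F-eYFP degradation.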
Vif-A3G inh – blocks the Vif interaction with human APOBEC3G | Q9HC16 | HeLa A3G-eYFP + Vif (tagged APOBEC3G with the HIV-1 protein that degrades it), YFP fluorescence, overnight | Potency, µM (highest dose often 46.1 µM), inactives show at the highest dose activity, negative = active, actives largely listed as inhibitors | actives 0.076% (n = 410,000) | AID 602310;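 note: potency is the fitted concentration of half-maximal effect; % is set by controls: 0 for no effect and ±100 for the full control effect; nearly all actives have a fitted effect of over 60% in size; hits raise eYFP signal because A3G escapes Vif-driven loss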
Target sequence (Q9HC16 whole entry, looked up): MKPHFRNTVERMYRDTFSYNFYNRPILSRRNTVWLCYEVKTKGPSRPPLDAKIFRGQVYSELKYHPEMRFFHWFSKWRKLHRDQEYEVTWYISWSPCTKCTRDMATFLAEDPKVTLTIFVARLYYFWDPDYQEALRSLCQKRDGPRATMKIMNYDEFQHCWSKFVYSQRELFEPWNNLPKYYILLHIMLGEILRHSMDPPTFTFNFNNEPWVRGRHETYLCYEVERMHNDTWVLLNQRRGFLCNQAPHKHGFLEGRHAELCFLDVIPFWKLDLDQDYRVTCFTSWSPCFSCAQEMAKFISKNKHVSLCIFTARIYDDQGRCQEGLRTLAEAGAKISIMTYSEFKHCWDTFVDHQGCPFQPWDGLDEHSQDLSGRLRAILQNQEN
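HeLa cells stably expressing Vif and C-terminally eYFP-tagged A3G, seeded overnight at 37 deg C, then exposed to compound by pintool overnight at 37 deg C. Rise in yellow fluorescence (Ex 488/Em 500-530, Acumen) marks blocked Vif-driven A3G degradation.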
RXFP1 ag – RXFP1 (human) receptor agonism | Potency, µM (doses to about 57.5 µM), inactives show at the highest dose activation, actives largely listed as activators | actives 0.3% (n = 370,000) | HEK293T-RXFP1 cAMP TR-FRET, 30 min; response scale: percent of porcine relaxin response, buffer zero | Q9HBX9; note: potency is the fitted concentration of half-maximal effect; % is set by controls: 0 for no effect and ±100 for the full control effect; nearly all actives have a fitted effect of over 60% in size; many of its hits are not listed in these tables
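HEK293T cells stably expressing RXFP1 were pretreated with the PDE4 inhibitor Ro 20174, exposed to compounds for 30 min at 37C, lysed, and cAMP was read by TR-FRET. Data normalized to buffer (basal) and 29 nM porcine relaxin (100%).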
D1 antag – blocks dopamine activation of the human D1 receptor | P21728 | HEK293 TREx D1 cells, calcium flux, dopamine EC80; active compounds read low | activity change, negative = inhibition, % at 10 µM | actives 3.2% (n = 360,000); in the data active = activity change below about -30%; note: % is set by controls: 0 for no effect and ±100 for the full control effect
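Allosteric or orthosteric antagonism assessed as attenuation of the calcium response to EC80 dopamine, added 180 s after compound, in induced HEK293 Trex D1 cells loaded with no-wash calcium dye.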
RXFP1 antag – antagonists of human relaxin receptor RXFP1; Q9HBX9; HEK293-RXFP1, relaxin-stimulated cAMP HTRF, 30 min; active compounds read low; activity change, negative = inhibition, % at 57.5 µM; actives 0.59% (n = 350,000);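 active = activity change of -60% or lower, but not beyond a set lower limit; inconclusive = change between -60% and -40%, or beyond the set limit; inactive = change above -40%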; note: % is set by controls: 0 for no effect and ±100 for the full control effect
D2 potentiator – positive allosteric modulators of human D2 dopamine receptor | P14416 | HEK293 T-REx D2, calcium flux, EC20 dopamine potentiation | potentiation, % at 10 µM | actives 0.34% (n = 340,000);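 active = potentiation over 3 SD above the plate norm, cut at about 30% in these data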; note: 0% is about no effect
Target sequence (P14416 whole entry, looked up): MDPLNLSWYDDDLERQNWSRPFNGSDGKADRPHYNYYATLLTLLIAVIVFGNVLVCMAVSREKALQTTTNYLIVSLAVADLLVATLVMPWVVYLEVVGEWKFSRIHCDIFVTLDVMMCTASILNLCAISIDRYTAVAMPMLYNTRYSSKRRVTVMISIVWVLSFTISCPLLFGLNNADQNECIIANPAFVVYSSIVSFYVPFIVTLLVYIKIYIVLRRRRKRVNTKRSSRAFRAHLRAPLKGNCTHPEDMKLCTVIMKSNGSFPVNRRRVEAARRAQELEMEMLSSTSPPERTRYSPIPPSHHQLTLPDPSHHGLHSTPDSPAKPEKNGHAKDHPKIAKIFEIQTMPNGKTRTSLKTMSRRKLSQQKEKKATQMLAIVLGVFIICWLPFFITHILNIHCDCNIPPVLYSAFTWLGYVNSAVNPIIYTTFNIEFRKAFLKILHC
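Using a no-wash calcium dye in inducible, force-coupled HEK293 Trex cells expressing D2, we tracked fluorescence each second for 180 s after compound, then for 180 s after EC20 dopamine to detect augmented signalling.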
Starred values were filed as active, the others as inactive; ? = inconclusive; . = no result given; & = joins results of further samples. Unless noted, calls come from the whole dose curve; as a rule, active = well fitted curve in the direction sought with a large enough effect; inconclusive = small, poorly fitted or top-dose-only effect, or another doubt; inactive = no such curve, though single readings can be large; an effect the other way counts as inactive or inconclusive. A portion of the library; count on the stated rates, not on these rows.

Results follow in this order: D1 agonist	Glioma ERSR ind	D1 PAM	Vif-A3F inh	Vif-A3G inh	RXFP1 ag	D1 antag	RXFP1 antag	D2 potentiator
O=C(c1cnc2ccc3ccccc3c2c1)c1cc(F)ccc1O
  17.4	-3.6%	-2.0	-0.6%	?	4.8%	5.9	16.0	23.1
O=C(c1ccc(F)cc1)n1c(NCc2ccccc2)n[nH]c1=S
  1.9	5.2%	-2.5	6.9%	-0.4%	3.9%	2.2	3.3	4.9
CCCc1cc(C(=O)Nc2c(C)nn(Cc3ccc(C)cc3)c2C)no1
  0.3	-0.4%	-0.6	-1.0%	-1.4%	0.5%	-10.7	-8.4	5.8
COc1ccc(-c2n[nH]c(=S)n2-c2ccc(C)cc2C)cc1
  11.1	-0.5%	6.8	?	-0.2%	-2.2%	0.9	-31.2	2.1
Cc1cc(S(=O)(=O)Nc2ccc3[nH]c(=O)sc3c2)ccc1F
  7.9	-3.2%	-2.9	0.9%	-0.8%	-0.1%	-13.5	6.0	-0.2
Cc1coc2cc3oc(=O)c(CCC(=O)NC4CC4)c(C)c3cc12
  6.3	3.9%	-2.6	0.1%	-2.0%	-0.4%	-22.0	.	-8.3
COc1ccc(-n2ccn(CC(=O)Nc3ccc(OC)cc3OC)c(=O)c2=O)cc1
  2.4	-2.7%	0.5	12.7%	-0.4%	-0.2%	14.9	-2.7	20.7
CCOC(=O)CSC1=C(C#N)C(c2ccco2)C(C(=O)OCc2ccccc2)=C(C)N1 (stereo not given)
  4.5	?	-1.7	-20.5%	-13.3%	-0.1%	-2.5	6.1	.
C=CCNC(=O)c1csc(-c2ccccc2)n1
  1.9	1.9%	-1.9	-1.1%	1.2%	-0.6%	4.9	-4.5	1.5
COC(=O)c1cc2ccccc2c(-c2c(O)ccc3ccccc23)c1O
  1.7	-12.9%	20.3	5.3%	-13.4%	-1.1%	-15.1	.	-7.8
CN(CC/C=C1/c2ccccc2CSc2ccccc21)CCCO
  30.8*	-4.9%	-7.8	4.5%	2.3%	2.9%	-29.7	.	-18.6
COc1ccc(OC)c(C(C)NC(=S)NC2CCCCC2)c1 (stereo not given)
  1.3	-3.7%	-2.0	-19.9%	-1.3%	-0.5%	-14.5	5.0	-23.0
COc1ccc(N2CCN(C(=O)c3ccccc3NS(=O)(=O)c3ccc(C)cc3)CC2)cc1
  0.4	-1.1%	0.5	-7.6%	2.1%	5.0%	23.7	-10.4	10.4
N#C/C(=C\c1c(N2CCN(Cc3ccccc3)CC2)nc2ccccn2c1=O)S(=O)(=O)c1ccccc1
  3.9	-1.7%	4.0	-16.1%	-11.0%	4.7%	0.8	-22.7	-0.6
CCOC(=O)/C(C#N)=C(C)/C=C1\Sc2ccccc2N1CC
  44.8*	-1.1%	-6.5	?	-0.7%	1.4%	10.3	-6.5	21.2

Results follow in this order: D1 agonist	Glioma ERSR ind	D1 PAM	Vif-A3F inh	Vif-A3G inh	RXFP1 ag	D1 antag	RXFP1 antag	D2 potentiator
Cc1ccc(S(=O)(=O)CC(=O)N(C)C)cc1
  -1.2	-3.5%	-1.1	-2.2%	1.5%	-1.1%	-3.3	-3.0	-1.0
Cc1ccc(S(=O)(=O)N(Cc2ccccc2Cl)C(=O)N2CCN(C)CC2)cc1
  -1.8	0.7%	-5.8	-11.9%	3.3%	0.1%	-2.5	-1.5	8.6
COc1ccc(OC)c(S(=O)(=O)N2c3ccccc3CC2C)c1 (stereo not given)
  2.2	-1.7%	-0.5	-0.2%	-3.0%	-1.2%	4.2	-6.9	-5.0
COC(=O)c1ccccc1NC(=O)COC(=O)C1CCCCC1
  1.3	2.2%	-0.8	13.7%	-7.4%	0.0%	14.1	-0.4	-0.6
COc1ccc(-c2cc(C(=O)N/N=C/c3ccc(OC)c(COCC(F)(F)C(F)F)c3)c3ccccc3n2)c(OC)c1
  3.7	-4.2%	1.2	4.8%	-7.0%	2.1%	-23.3	1.2	11.4
CCN(CC(=O)Nc1c(F)cccc1F)C(=O)CNC(=O)c1ccc(C)s1
  2.8	-4.7%	-8.3	3.6%	-1.0%	0.1%	21.7	-8.9	10.9
Cc1ccc(-n2[nH]c(C)c(/C=N/NC(=O)c3cccc([N+](=O)[O-])c3)c2=O)cc1C
  -0.7	.	-2.3	.	.	-2.1%	-7.7	.	-0.1
COc1ccc(OC)c(NS(=O)(=O)c2ccc(N3CCCCS3(=O)=O)cc2)c1
  8.5	-2.4%	0.0	-1.7%	3.4%	-1.1%	-9.8	1.4	3.4
COc1ccc(Cl)cc1S(=O)(=O)N(C)CC(=O)N1CCCC1
  1.1	-2.0%	4.2	-0.6%	-4.7%	0.3%	3.7	7.5	7.7
Cc1ccccc1NC(=O)c1[nH]cnc1C(=O)NN
  4.1	-2.0%	-1.0	-0.9%	6.0%	5.1%	9.7	-6.6	-2.4
Cc1c(Cl)cccc1NC(=O)CSc1ncc2c(n1)-c1ccccc1N(C)S2(=O)=O
  1.3	-4.0%	2.3	-13.3%	-7.5%	6.9%	14.7	-4.5	1.2
COc1ccc(-c2nc3c(c(SCC(=O)Nc4cccc(O)c4)n2)Cc2c(CO)cnc(C)c2O3)cc1
  2.8&2.0	0.6%&-1.8%	-3.9&-3.0	10.5%&0.4%	-6.5%&-1.2%	0.9%&0.0%	-8.9&-3.8	-29.0&-26.2	-6.6&-2.1
O=S(=O)(NCCN1CCOCC1)c1cc(Cl)c(Cl)cc1Cl
  6.2	-1.7%	-5.0	-2.9%	0.3%	-2.5%	-31.3*	-0.9	-3.8
CCOc1ccccc1NC(=O)CSc1nc(N)c(C#N)cc1C#N
  2.6	-11.4%	0.1	?	-12.4%	?	3.5	17.2	-19.9
CCCCCN1C(C(=O)c2ccccc2)=C(NC(=O)c2ccc(OC)cc2)c2ccccc2S1(=O)=O
  2.2	-1.0%	-2.8	-2.7%	0.5%	-2.9%	10.1	-6.3	3.0

Results follow in this order: D1 agonist	Glioma ERSR ind	D1 PAM	Vif-A3F inh	Vif-A3G inh	RXFP1 ag	D1 antag	RXFP1 antag	D2 potentiator
Cc1ccc(Cc2nnc(SCC(=O)Nc3ccccc3)[nH]c2=O)cc1
  -0.3	-2.4%	-0.6	-11.7%	1.6%	0.0%	1.8	-12.2	4.3
CC(=O)NS(=O)(=O)c1ccc(N=NN2CCOCC2)cc1
  0.1	-3.7%	-6.3	1.9%	-1.0%	-1.2%	-57.1*	.	-16.9
CCOC(=O)c1nn(-c2ccc(F)cc2)c(C)c1C(C)=O
  0.3	-1.1%	-2.0	4.5%	3.0%	-1.7%	4.9	-3.9	-8.2
O=C(C1CC(=O)N(C2CCCCC2)C1)N1CCc2ccccc21 (stereo not given)
  3.4	1.2%	-4.3	-6.8%	-2.1%	-0.8%	-4.9	-2.0	8.5
CC(C)C(=O)Nc1ccc(N2CCN(C(=O)c3cccs3)CC2)cc1
  -0.7	1.9%	-3.2	2.1%	-2.5%	-0.3%	-4.2	-11.7	4.5
COc1ccc(C2CC(c3c(O)cc(C)oc3=O)=NCCS2)c(OC)c1 (stereo not given)
  4.5	2.9%&1.2%	-7.7	?	?	0.7%	8.3	-2.1	-7.1
COCCCn1c(SCc2nnc(-c3ccc(OC)c(OC)c3)o2)nc2ccccc2c1=O
  0.7	-2.8%	0.5	0.0%	4.3%	11.9%	7.5	16.3	.
O=C(CCl)c1ccc2[nH]c(=O)oc2c1
  4.0	10.9%	3.0	-7.7%	2.2%	0.0%	-3.4	-7.4	2.0
OC(COc1ccccc1)CSc1ncn[nH]1 (stereo not given)
  2.9	0.1%	-1.9	1.0%	3.6%	0.3%	3.1	-14.0	-3.6
C/C(=N\NC(=O)CO/N=C(\C)c1cccs1)c1ccc(N)cc1
  3.0	2.5%	-1.6	2.1%	-6.9%	-0.3%	-2.7	-7.1	7.2
CC[n+]1c(/C=C2/C=C(C)CC(C)(C)C2)sc2ccc(OC)cc21
  9.0	-4.5%	-5.2	.	?	-4.6%	17.5	-11.6	-5.5
CC(C)OCCCNC(=O)CN1C(=O)c2cccc3cccc1c23
  0.7	-1.7%	-6.4	-0.8%	2.0%	12.9%	6.6	-14.4	3.0
CNC(=O)c1cc2cc(OC)ccc2n1CCN(C)C
  2.2	-3.8%	-3.5	-0.1%	-6.6%	2.2%	-16.1	-11.5	-8.6
COc1ccc(NC(=O)CCN2CCN(CCO)CC2)cc1
  1.3	-1.0%	-1.2	-9.5%	-1.2%	-2.8%	-14.0	.	.
Cc1c(C(=O)N2CCN(CCc3ccccn3)CC2)oc2ccc(F)cc12
  -0.1	1.1%	-5.4	3.6%	1.4%	0.4%	12.1	-19.5	3.3

Results follow in this order: D1 agonist	Glioma ERSR ind	D1 PAM	Vif-A3F inh	Vif-A3G inh	RXFP1 ag	D1 antag	RXFP1 antag	D2 potentiator
CCOC(=O)CN1C(=O)C(=O)N(Cc2c(F)cccc2Cl)C1=O
  5.3	-1.5%	4.6	6.5%	0.6%	12.4%	5.1	-5.3	-13.9
NC(=O)c1nsc(C(=O)N(c2ccccc2)C(C(=O)NC2CCCCC2)c2ccc(O)cc2)c1N (stereo not given)
  5.0	-3.8%	-1.4	3.2%	2.3%	0.7%	13.8	-1.5	6.3
COc1ccc(/C=C/C(=O)OCC(=O)NC(=O)NC(C)(C)C)cc1
  -5.3	-0.6%	-1.8	3.1%	0.5%	-0.2%	-9.4	-22.4	-2.7
O=C(NS(=O)(=O)Oc1ccc(F)c(Cl)c1)OC[C@@H]1CCCN2CCCCC12 (stereo not given in full)
  0.8	-3.5%	-2.3	7.8%	12.9%	0.6%	-5.9	7.8	-1.8
